NCI-60 one-dose screen, 48 h, at 10 µM unless noted. Numbers give growth in % (100 = growth as untreated, 0 = no growth, -100 = all killed).
MDA-MB-468 = MDA-MB-468 breast cancer; 8.5% of 78,000 active; AID 2202374
MCF7 = MCF7 breast cancer. 6.3% of 82,000 active
K-562 = K-562 leukemia. 7.4% of 78,000 active
BT-549 = BT-549 breast cancer | 4.4% of 78,000 active
HS 578T = HS 578T breast cancer; 4.1% of 78,000 active
T-47D = T-47D breast cancer. 5% of 79,000 active
MDA-MB-231 = MDA-MB-231 breast cancer; 5% of 81,000 active
SR = SR leukemia cells; 8.7% of 73,000 active; AID 1794780
Numbers without * were called inactive; · = not tested or not shown. Rule for the calls: active = growth percent below 10; inactive = the rest.

SMILES	MDA-MB-468	MCF7	K-562	BT-549	HS 578T	T-47D	MDA-MB-231	SR
CCCCCCCCCCCC(=O)N1CCN(C(=O)CCCCCCCCCCC)CC1	80	99	90	86	·	92	97	87
Cn1cc(-c2csc(-c3cn(C)c4ccc(F)cc34)n2)c2cnccc21	-49*	-49*	-60*	84	-34*	-44*	-33*	-22*
NC1(c2ccc(F)cc2)C2CC3CC(C2)CC1C3 (configuration not stated)	99	88	109	105	92	100	112	94
Cc1nc2c3c(-c4ccccc4)c(-c4ccccc4)oc3ncn2n1	94	101	94	101	96	70	83	·
Cc1ccc(NC(=S)N2CCOCC2)cc1C	84	104	95	102	95	92	100	108
NS(=O)(=O)c1ccc(Nc2nc(Nc3ccccc3)nc(N3N=C(c4ccc(Cl)cc4)CC3c3ccc(Cl)cc3)n2)cc1 (configuration not stated)	26	13	32	73	79	51	54	5.5*
Cc1cccc(-c2ccccc2Oc2ccc3nnc(Cl)n3n2)c1	98	95	103	100	102	111	107	87
NC(=O)c1c(NC(=O)c2cccc(C(F)(F)F)c2F)sc2c1CCC(=O)C2	-1.5*	6.1*	13	11	34	12	13	19
CC(=O)c1ccc(C)cc1C	103	95	104	104	138	102	104	108
CCCCNC1CC[C@@]2(C)[C@@H](CC[C@@]3(C)[C@H]2C(=O)C[C@H]2/C(=C(\CCC=C(C)C)C(=O)O)[C@@H](OC(C)=O)C[C@@]23C)[C@@H]1C (some centres not stated)	96	95	97	105	95	101	107	94
O=C(CCCCCCCN1CC(=O)N2[C@@H](c3ccc(Br)cc3)c3[nH]c4ccccc4c3C[C@H]2C1=O)NO	90	69	48	89	78	56	70	30
Cc1ccc(Nc2nnc(-c3c[nH]c4ccccc34)o2)c(C)c1	-17*	14	6.2*	30	31	44	-1.3*	6.2*
CCN(CC)CC#CCO[C@H]1CC[C@H](OCC#CCN(CC)CC)[C@@H]2[C@H]1[C@H]1C[C@@H]3[C@@]4(C)CCCC(C)(C(=O)OC)[C@@H]4CC[C@@]23C=C1C(C)C (some centres not stated)	68	70	53	102	84	64	78	76
Brc1cccc(-c2cn3c(ccc4ccccc43)n2)c1	82	40	63	87	86	70	82	70
O=c1[nH]c2cc(Br)ccc2c(O)c1/C=N/Nc1nc(-c2ccccc2)cs1	103	94	99	69	114	85	64	83

Quoted at random: seven records from the list
SMILES	MDA-MB-468	MCF7	K-562	BT-549	HS 578T	T-47D	MDA-MB-231	SR
CCN(CC)CC#CCO[C@H]1CC[C@H](OCC#CCN(CC)CC)[C@@H]2[C@H]1[C@H]1C[C@@H]3[C@@]4(C)CCCC(C)(C(=O)OC)[C@@H]4CC[C@@]23C=C1C(C)C (some centres not stated)	68	70	53	102	84	64	78	76
Cc1cccc(-c2ccccc2Oc2ccc3nnc(Cl)n3n2)c1	98	95	103	100	102	111	107	87
NC1(c2ccc(F)cc2)C2CC3CC(C2)CC1C3 (configuration not stated)	99	88	109	105	92	100	112	94
Cn1cc(-c2csc(-c3cn(C)c4ccc(F)cc34)n2)c2cnccc21	-49*	-49*	-60*	84	-34*	-44*	-33*	-22*
Cc1ccc(Nc2nnc(-c3c[nH]c4ccccc34)o2)c(C)c1	-17*	14	6.2*	30	31	44	-1.3*	6.2*
Brc1cccc(-c2cn3c(ccc4ccccc43)n2)c1	82	40	63	87	86	70	82	70
CC(=O)c1ccc(C)cc1C	103	95	104	104	138	102	104	108

(next part)
SMILES	MDA-MB-468	MCF7	K-562	BT-549	HS 578T	T-47D	MDA-MB-231	SR
CCC(C)(C)NC(N)=O	101	96	93	118	92	93	97	98
CCCCNC(=S)NS(=O)(=O)c1ccc(CCN2C(=O)/C(=C/c3ccc(F)cc3)N=C2C)cc1	90	80	74	89	83	85	90	84
CC1=C(C(=O)Nc2ccccc2)C(c2c(O)cc(O)cc2O)n2c(nc3ccccc32)N1 (configuration not stated)	110	98	107	100	·	93	·	99
Cc1cc(C)c(/C=C2\C(=O)Nc3ccc(NC(=O)CCCCC(=O)Nc4ccccc4N)cc32)[nH]1	101	66	118	71	95	88	91	99
CCOP(=O)(OCC)OCCOCCOP(=O)(OCC)OCC	109	95	99	104	107	98	107	81
CC(=O)c1nnn(-c2nonc2-c2noc(C)n2)c1C	106	105	100	112	98	107	103	90
COC(=O)Nc1ccc(-c2nc(-c3cccc(OCCN4CCOCC4)c3)c(-c3ccnc(Br)c3)[nH]2)cc1	61	42	19	82	34	51	73	46
Cc1ccc(C2=Nn3c(nn4c(SCC(=O)c5ccc(Cl)cc5)nnc34)SC2)cc1	98	80	100	107	85	106	92	94
CC1OC(O[C@H]2CC[C@]3(C)[C@H]4C(=O)C=C5[C@@H]6C[C@@](C)(C(=O)O)CC[C@]6(C)CC[C@@]5(C)[C@]4(C)CC[C@H]3C2(C)C)C[C@@H](O)[C@H]1O (some centres not stated)	100	103	106	107	111	89	102	93
CN(C)c1ccc(/C=C(\C#N)c2cc3ccccc3n2C)cc1	32	15	7.8*	38	21	·	20	22
CCCSc1nc(NCCc2c[nH]c3ccccc23)c(C#N)c(-c2ccc(OC)cc2)n1	26	7.4*	24	83	43	15	41	4.8*
C/C=C/C(=O)OCc1ccccc1	100	96	99	109	109	106	103	101
CCOC(=O)c1sc2nc(-c3cccc(OC)c3)nc(N3CCOCC3)c2c1C	81	90	97	95	104	93	95	98
CC(C)OC(=O)[C@]12CCC(C)(C)C[C@H]1C1=CC[C@@H]3[C@@]4(C)C/C(=C/c5ccco5)C(=O)C(C)(C)[C@@H]4CC[C@@]3(C)[C@]1(C)CC2	128	79	95	114	126	77	108	69
Cc1cc(N(C)c2ccccc2)nc(N(C)c2ccccc2)n1	113	92	93	96	99	75	95	96
CCCCN(CCCC)CCOC(=O)Nc1ccccc1Cl	101	104	105	88	99	89	103	82
C=CCN(CC=C)C(=O)Nc1cccc2c(NC(=O)N(CC=C)CC=C)cccc12	98	92	106	87	93	·	·	·
O=C1S/C(=C\c2ccc(Cl)cc2)C(=O)N1Cc1cc2ccccc2nc1Cl	88	90	102	120	101	101	100	94
O=c1c2ccccc2n(-c2ccccc2)c2cc(Cl)ccc12	101	100	·	·	127	103	105	103
Cc1ccc(/C=C(\C#N)C(N)=O)cc1	98	100	99	104	97	101	107	98
Cn1c(=O)c2[nH]c(/N=N/SCCO)nc2n(C)c1=O	117	94	98	93	97	79	108	99
CN(C)CCCOc1nn(Cc2ccccc2)c2ccccc12	66	81	·	65	·	70	49	·
COc1ccccc1Br	114	93	104	99	110	99	115	97
COC(=O)C1(C)CCC[C@]2(C)[C@H]3C[C@H]4C(C(C)C)=C[C@]3(CC[C@@H]12)[C@H]1[C@@H]4[C@@H](OC(=O)c2ccco2)CC[C@@H]1OC(=O)c1ccco1 (some centres not stated)	102	98	104	100	110	99	101	93
COc1cc2c3c(n(CCCN4CCOCC4)c(=O)c2cc1OC)-c1nc2c(cc1C3=O)OCO2	-29*	14	26	4.9*	72	14	6.4*	12
COc1cc2oc(-c3cccc(NC(=O)c4cccc(NC(=O)[C@H](C)N)c4)c3)cc(=O)c2c(OC)c1OC	94	91	73	94	108	75	81	89
COC(=O)[C@@]1(/C=C/c2ccccc2)C(=O)N(c2ccc(OC)cc2)[C@@]1(C(=O)OC)c1ccc(Cl)cc1	39	72	79	92	91	71	77	68
CCOC(=O)CC(=N)C(C#N)C(=O)OCC (configuration not stated)	109	88	102	91	109	92	126	91
COc1ccc(NS(=O)(=O)c2ccc(NC3=C(Cl)C(=O)c4ncccc4C3=O)cc2)nn1	101	95	94	103	110	93	91	102
O=C1CC(c2nc3ccccc3[nH]2)CN1c1ccc(Cl)cc1 (configuration not stated)	104	93	107	·	106	84	78	81
COc1ccc2cc3c(nc2c1)Nn1c(nnc1-c1ccc[nH]c1=S)SC3	89	104	98	103	95	89	98	98
CCOC(=O)C1CC(C(=O)OCC)C(=Nc2ccccc2)C1=O (configuration not stated)	97	98	110	109	108	105	106	66
N#CC(C#N)=C(C#N)Nc1ccc(F)cc1	102	88	103	99	92	106	100	99
CN1C(=O)C(=Cc2ccc3c(c2)Cc2ccccc2-3)C(=O)N(C)C1=O	103	99	·	101	115	88	114	·
COc1cc(/C=C2\S/C(=N/Nc3nc(-c4ccc(Br)cc4)cs3)NC2=O)cc(OC)c1OC	101	77	51	39	46	53	67	26
COc1cc(C2CC(c3ccccc3)=NN2C=O)ccc1Oc1ccnc2cc(Cl)ccc12 (configuration not stated)	16	51	51	46	76	34	75	50
O=C(Oc1c(Cl)c(Cl)c(Cl)c(Cl)c1Cl)C1CCCN1C(=O)OCc1ccccc1 (configuration not stated)	12	30	17	55	73	2.0*	69	30
C=CC1=CC2C(O)c3ccccc3N3C(=O)COC23C(OC)=C1 (configuration not stated)	100	96	101	111	102	108	110	95
CCOC(=O)CC[C@H](NC(=O)c1ccc(CNc2nc3cc(C(F)(F)F)ccc3nc2C(=O)OCC)cc1)C(=O)OCC	89	79	83	80	·	85	63	·
CCCCCCCCCc1ccc(C(=O)Nc2cc(C)ccc2C(=O)OC)cc1	118	91	99	129	106	99	103	90
Cc1ccc(-c2nc3cc4nc5ccccc5[nH]c4cc3n2)o1	105	92	·	104	97	93	92	100
Cc1cc([N+](=O)[O-])c(C)cc1C(=O)O	109	98	·	93	107	83	110	·
COc1cc(/C=C/C(=O)N2CCN(C(=O)/C=C/c3ccccc3)CC2)cc(OC)c1OC	107	110	97	104	113	110	86	79
Cc1ccc2c(c1)C(=O)N(c1ccc(S(N)(=O)=O)cc1)C2=O	100	93	115	113	106	98	·	88
CCOC(=O)/C(C#N)=C\c1ccc(/C=C(\C#N)C(=O)OCC)cc1	107	100	·	93	127	106	106	94

Compounds listed so far containing a thiophene ring, fused or not, in the order listed:
SMILES	MDA-MB-468	MCF7	K-562	BT-549	HS 578T	T-47D	MDA-MB-231	SR
NC(=O)c1c(NC(=O)c2cccc(C(F)(F)F)c2F)sc2c1CCC(=O)C2	-1.5*	6.1*	13	11	34	12	13	19
CCOC(=O)c1sc2nc(-c3cccc(OC)c3)nc(N3CCOCC3)c2c1C	81	90	97	95	104	93	95	98

Next entries follow.
SMILES	MDA-MB-468	MCF7	K-562	BT-549	HS 578T	T-47D	MDA-MB-231	SR
O=C1Nc2ccccc2/C1=C/c1ccc[nH]1	-26*	13	107	58	87	-24*	40	72
CCN(CC)c1ncnc2c1nnn2C	106	108	85	109	106	90	95	90
COc1ccc2[nH]cc(-c3nc(-c4cn(C)c5ncccc45)cs3)c2c1	66	83	82	81	100	74	85	·
CCOC(=O)Nc1ccc(N=Nc2ccccc2)cc1	64	76	28	74	·	46	59	·
CCN(CC)CCNc1ccc([N+](=O)[O-])c2sc3cc(Cl)ccc3c(=O)c12	93	25	1.9*	90	80	103	23	9.3*
COc1cc(/C=C2\CCC/C(=C\c3cc(CN4CCCC4)c(O)c(OC)c3)C2=O)cc(CN2CCCC2)c1O	67	14	11	49	64	96	12	8.0*
COc1cc(OC)c(/C=C/C(=O)c2c(OC)cccc2OC)c(OC)c1	-16*	25	11	7.4*	89	30	15	23
NC(=O)CC[n+]1ccc(C(=O)O)cc1	106	88	88	98	93	86	102	71
CC/C=C/C(=O)NC1c2ccccc2Oc2ccccc21	95	94	107	93	80	88	93	97
COc1cccc(-c2cnco2)c1OCc1c(C)c(COc2c(OC)cccc2-c2cnco2)c(C)c(COc2c(OC)cccc2-c2cnco2)c1C	59	65	85	39	31	33	30	64
O=C(CNC(=O)NCC1CCCCC1)NC1NC2CCCCC2N1 (configuration not stated)	96	88	105	89	88	106	101	100

Source: PubChem BioAssay (NCI)
